# SENP8 block-1: blocks human SENP8 cleavage of Nedd8 substrate. Q96LD8. recombinant SENP8, Nedd8 substrate fluorescence. inhibition, % at 20 µM. actives 0.64% (n = 360,000). AID 602440; in the data active means inhibition mostly above about 40%, no sharp cut-off; inactive means mostly below about 27%
# Target sequence (Q96LD8 whole entry, looked up): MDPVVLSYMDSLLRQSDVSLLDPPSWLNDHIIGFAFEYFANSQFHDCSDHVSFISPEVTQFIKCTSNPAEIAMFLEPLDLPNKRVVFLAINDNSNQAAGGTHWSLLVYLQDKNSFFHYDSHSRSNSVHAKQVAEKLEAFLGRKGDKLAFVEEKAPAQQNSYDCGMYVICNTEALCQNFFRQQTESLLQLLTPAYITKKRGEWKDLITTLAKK
# A3G deaminase: blocks human APOBEC3G single-stranded DNA deamination; Q9HC16; recombinant A3G, ssDNA deamination FAM/TAMRA fluorescence; inhibition, % at 20 µM; actives 0.28% (n = 330,000);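 active means inhibition of at least 40% at 20 µM, with no more than 30% in the related APOBEC3A deaminase screen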;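 further: plate controls were DMSO wells with A3G for no effect and wells lacking A3G enzyme for full effect; some compounds called inactive have numbers as strong as hits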
# Target sequence (Q9HC16 whole entry, looked up): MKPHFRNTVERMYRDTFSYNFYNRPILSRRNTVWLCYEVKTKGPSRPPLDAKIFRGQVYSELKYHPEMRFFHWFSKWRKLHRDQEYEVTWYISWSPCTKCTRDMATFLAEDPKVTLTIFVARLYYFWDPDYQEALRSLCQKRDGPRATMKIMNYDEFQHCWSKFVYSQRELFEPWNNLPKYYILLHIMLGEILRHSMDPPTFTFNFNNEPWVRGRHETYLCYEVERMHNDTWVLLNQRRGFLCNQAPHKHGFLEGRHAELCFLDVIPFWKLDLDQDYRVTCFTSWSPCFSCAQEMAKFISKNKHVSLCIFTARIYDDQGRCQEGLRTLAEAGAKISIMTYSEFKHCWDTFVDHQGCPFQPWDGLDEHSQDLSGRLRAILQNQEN
# Apaf-1 inh: blocks human Apaf-1 apoptosome activity; reconstituted apoptosome caspase-3 activity, DEVD-Rh110 fluorescence; actives 0.71% (n = 330,000); inhibition, % at 20 µM; AID 489030; active means inhibition of at least 40% at 20 µM;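 further: plate controls were DMSO wells for no effect and DEVD-CHO caspase inhibitor wells for full effect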
#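 detection = Rh110 fluorescence intensity | test system = biochemical Apaf-1 apoptosome reconstitution | also added = cytochrome c and DEVD-Rh110 substrate | schedule = 30 min plus 50 min, RT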
# SENP8 block-2: SENP8 protease inhibition. Q96LD8. purified SENP8, Z-RLRGG-aminoluciferin cleavage, luminescence. inhibition, % at 10 µM. actives 1.2% (n = 330,000). AID 2540; in the data active means inhibition above about 50%
# SENP6 inh: inhibitors of human SENP6 protease | Q9GZR1 | Recombinant SENP6 catalytic domain, aminoluciferin luminescence | inhibition, % at 10 µM | actives 1.8% (n = 330,000) | AID 2599;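 active means inhibition above about 50% at the single tested dose, limit read from the data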;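 further: plate controls were DMSO wells with enzyme for no effect and DMSO wells lacking enzyme for full effect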
# SENP7 block: SENP7 protease inhibition | Q9BQF6 | recombinant SENP7, Z-RLRGG-aminoluciferin luminescence, 40 min | inhibition, % at 5 µM | actives 1.5% (n = 330,000) | AID 434973;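 active means inhibition above about 50% at the single test dose, limit read from the data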;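 further: plate controls were DMSO with enzyme for no effect and no enzyme buffer wells for full effect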
# SENP1 FRET inh: blocks the human SENP1 SUMO protease catalytic domain; inhibition, % at 10 µM; actives 0.21% (n = 360,000); Q9P0U3; recombinant SENP1 catalytic domain, CyPet-SUMO1-YPet FRET cleavage;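 active means inhibition at least 30% at 10 µM, raw YFP signal under a set limit, fluorescence ratio 0.5 to 1.5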;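 further: 0% = enzyme with DMSO and 100% = no enzyme wells; some results filed as inactive read as strong as hits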
# Target sequence (Q9P0U3 419-644 limits assumed): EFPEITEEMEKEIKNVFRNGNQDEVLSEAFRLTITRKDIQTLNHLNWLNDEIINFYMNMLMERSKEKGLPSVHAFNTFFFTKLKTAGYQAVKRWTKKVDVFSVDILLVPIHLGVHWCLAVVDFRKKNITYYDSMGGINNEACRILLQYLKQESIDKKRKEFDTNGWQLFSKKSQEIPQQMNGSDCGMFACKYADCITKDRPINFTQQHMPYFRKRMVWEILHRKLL
#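 Assay system: hSENP1 catalytic domain, recombinant. Amount: SENP1 enzyme, 20 pM final. Schedule: 50 min reaction, RT, dark. Technique: FRET, CFP and YFP emission. Control set: no-enzyme wells low, DMSO-plus-enzyme wells high control.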
# UBC13 polyUb: inhibitors of human UBC13 polyubiquitin chain formation; inhibition, % at 20 µM; TR-FRET; P61088; actives 0.47% (n = 330,000); in the data active means inhibition above about 45%, passing the limit was not always enough
# Target sequence (P61088 whole entry, looked up): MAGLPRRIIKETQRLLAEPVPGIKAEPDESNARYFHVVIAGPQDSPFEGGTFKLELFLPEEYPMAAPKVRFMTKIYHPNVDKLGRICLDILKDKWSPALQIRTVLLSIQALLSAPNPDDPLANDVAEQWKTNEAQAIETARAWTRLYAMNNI
# Starred values were filed as active, the others as inactive; . = no result given.
SMILES,SENP8 block-1,A3G deaminase,Apaf-1 inh,SENP8 block-2,SENP6 inh,SENP7 block,SENP1 FRET inh,UBC13 polyUb
Brc1ccc(Nc2ncnc3[nH]ncc23)cc1,-43.4,0.4,9.7,-11.2,-8.3,2.2,-1.1,16.9
COc1ccc(NC(=O)CSc2nnnn2C2CCCC2)cc1,9.0,-8.8,-3.0,-15.8,-0.8,-3.4,0.4,-2.7
CC(=O)Nc1ccc(NC(=O)C2CC(=O)N(c3ccccc3Cl)C2)cc1 (stereo unspecified),-1.1,-4.7,-7.2,-6.5,-3.7,2.4,1.6,-9.6
CCCCNC(=O)Nc1ccc(C2SCCS2)cc1,5.9,-0.8,-6.7,0.6,1.0,0.8,-0.3,2.0
O=S(=O)(Nc1nc2ccccc2nc1N1CCN(c2ccccc2F)CC1)c1ccc(Cl)cc1,-263.1,-7.5,12.0,9.0,1.5,2.3,-6.1,-4.1
COC(=O)C1=C(C)N(Cc2ccccc2)C(=NCCCCO)N[C@H]1c1ccccc1,.,18.7,-5.1,15.0,12.4,-3.0,.,8.0
O=C(NC1CCCCCC1)c1c(F)c(F)c(F)c(F)c1F,12.2,0.6,4.7,-8.1,-21.0,6.3,0.6,9.3
O=C1C2C3C=CC(CC3)C2C(=O)N1c1ccc2c(c1)OCO2 (stereo unspecified),37.4,-3.1,-4.2,-6.3,-13.9,4.0,-0.4,-1.4
CCOC(=O)C1=C(C)NC(=S)NC1c1ccc(OCC(=O)N2CCCCCC2)c(OC)c1 (stereo unspecified),-3.1,-6.7,3.9,-6.8,-7.1,-5.2,2.6,-4.0
CCOc1ccc(C2C(C(=O)Nc3ccc(F)cc3)=C(C)Nc3nc(CCCO)nn32)cc1 (stereo unspecified),-0.7,-6.0,-9.8,-10.3,-14.4,12.1,0.2,-0.3
COc1cc(CNC2CCCC2)c(Br)cc1OC1CCCC1,8.2,2.7,1.9,-1.2,5.8,7.3,0.3,5.9
NCCOc1ccccc1-c1ccccc1,33.8,-4.3,2.1,-1.1,11.8,-3.8,-1.5,0.5
Cc1nnc(-c2cnn(-c3ccccc3)c2N)n1Cc1cccc(C(F)(F)F)c1,1.5,3.4,-0.9,-4.1,-11.6,-4.1,3.1,-12.7
Cc1ccc(NC(=O)N/C=C/c2ccco2)cc1,-7.3,1.3,21.1,-2.3,-13.5,3.9,-6.4,-17.4
CS(=O)(=O)N(CC(=O)Nc1ccc2c(c1)OCO2)c1ccccc1,14.4,2.7,-4.5,9.0,6.4,-1.3,2.0,-4.0
CCO[C@@H]1OC(C(=O)Nc2ccccc2)=C[C@H](c2ccc3c(c2)OCO3)[C@H]1CCCO,5.5,-4.1,9.7,-3.6,-11.1,-5.1,0.7,11.5
COc1ccc2c(C)cc(SCC(=O)Nc3nsc(-c4ccc(C)cc4)n3)nc2c1,-19.0,-2.5,5.0,-3.4,-16.8,-5.0,1.1,3.4
Cc1cc(C)c2cc(C=O)c(Cl)nc2c1,-34.8,1.1,8.6,3.0,-6.9,2.6,-0.6,4.5
CCOC(=O)c1sc(S(C)(=O)=O)c2c1CC(C)(C)C/C2=N/O,35.9,-12.4,-15.1,2.2,2.8,-2.1,-2.2,4.8
CCCOCC1CC2(SC(=Nc3ccc(C)cc3)NC2=O)C(=O)O1 (stereo unspecified),27.3,-0.1,3.5,2.3,1.7,0.1,1.6,1.2
COc1cccc(CNC(=O)CC2C(=O)NCCN2Cc2ccoc2)c1OC (stereo unspecified),-8.9,-8.5,-5.4,-2.3,7.0,1.1,0.9,3.9
CC(C)CCNC(=O)c1cc([N+](=O)[O-])ccc1N1CCOCC1,15.2,0.2,-1.9,3.9,9.1,2.3,1.9,4.2
COc1ccc(Nc2nc(NCCN3CCOCC3)nc(Nc3ccc(OC)cc3)n2)cc1,18.9,-6.2,12.7,-19.4,-5.2,-5.2,0.5,-2.2
O=C1N(CC(=O)N2CCc3ccccc32)CCN1Cc1ccccc1Cl,11.7,-7.6,7.1,-1.6,-5.6,-5.4,2.0,6.9
C/C(=N\Nc1ccc2nncn2n1)c1ccc(Cl)s1,-46.3,-1.1,7.9,-5.6,-1.1,0.8,1.2,0.4
CCCc1n[nH]c(=O)c2c1nnn2Cc1ccccc1F,-1.6,4.1,6.6,3.9,11.0,9.9,-6.5,6.3
CN1C(=O)c2ccccc2C(C(=O)NCC2CCCO2)C1c1c[nH]c2ccccc12 (stereo unspecified),11.4,2.1,2.4,-4.5,-18.4,-2.9,1.9,6.0
Cc1ccc(C)c(NC(=S)N(C)CCO)c1,6.6,0.6,-2.8,4.5,7.9,6.4,-0.9,0.6
c1ccc(N2CCN(c3nc4ccccc4n4cnnc34)CC2)cc1,-13.0,-9.7,12.2,-7.6,-1.4,5.0,1.3,0.0
Fc1ccc(-c2cc(C(F)(F)F)nc(NCC3CCCO3)n2)cc1 (stereo unspecified),-384.3,1.2,18.8,-10.7,-6.2,7.3,1.6,6.0
O=C1C(C2=NC(c3ccccn3)C3C(=O)N(c4ccc(OC(F)(F)F)cc4)C(=O)C23)=C(O)c2ccccc21 (stereo unspecified),-411.2,-0.2,5.1,9.8,-30.7,2.2,-20.9,-3.5
O=C(c1ccco1)N(c1ccccn1)c1ccccn1,6.6,-1.5,19.6,5.2,3.8,11.7,-46.9,-7.0
COc1cc2[nH]c(Cl)c([N+](=O)[O-])c2cc1OC,-261.9,-3.3,-9.9,1.6,-0.4,1.3,-66.8,6.8
CC(=O)Nc1ccc(S(=O)(=O)N2c3ccc(F)cc3CCC2C)cc1 (stereo unspecified),30.5,-8.0,-11.0,2.6,-9.7,1.3,0.2,4.1
CNS(=O)(=O)c1ccc(N=Cc2c(C)[nH]n(-c3ccc(C)cc3C)c2=O)cc1,11.6,-4.2,-3.6,10.0,11.6,-4.4,2.2,-11.7
COc1ccc(NC(=O)COC(=O)CCc2cc(OC)c(OC)c(OC)c2)c([N+](=O)[O-])c1,11.0,-2.9,12.4,3.0,-11.1,9.9,0.4,2.5
CCOc1ccc(Nc2nc(Nc3ccc(O)cc3)nc(C)c2[N+](=O)[O-])cc1,26.0,-1.4,-18.5,-1.1,-8.0,0.5,3.9,-9.6
CCN1C(=O)[C@@H]2[C@@H](c3ccc(-c4ccc(C(C)=O)cc4)cc3)N3CCC[C@@]3(C(=O)OC)[C@@H]2C1=O,8.7,-11.5,1.1,-13.7,-16.9,6.2,2.0,-16.7
COc1ccc(NS(=O)(=O)c2ccc(NC(=O)c3ccc(CN4CCOCC4)cc3)cc2)cc1,17.3,-3.4,6.5,5.8,-4.1,4.3,4.7,1.8
CCOC(=O)CN1C(=O)C(C)(C)Oc2ccc(C(=O)NC(C)(C)CC)cc21,3.3,-2.0,4.5,0.6,-18.4,-0.7,1.5,11.4

# Profiles, looked up by structure:
# c1ccc(N2CCN(c3nc4ccccc4n4cnnc34)CC2)cc1 across the screens: SENP8 block-1: -13.0; A3G deaminase: -9.7; Apaf-1 inh: 12.2; SENP8 block-2: -7.6; SENP6 inh: -1.4; SENP7 block: 5.0; SENP1 FRET inh: 1.3; UBC13 polyUb: 0.0
# Cc1ccc(C)c(NC(=S)N(C)CCO)c1 across the screens: SENP8 block-1: 6.6; A3G deaminase: 0.6; Apaf-1 inh: -2.8; SENP8 block-2: 4.5; SENP6 inh: 7.9; SENP7 block: 6.4; SENP1 FRET inh: -0.9; UBC13 polyUb: 0.6

# The results go on:
SMILES,SENP8 block-1,A3G deaminase,Apaf-1 inh,SENP8 block-2,SENP6 inh,SENP7 block,SENP1 FRET inh,UBC13 polyUb
O=C(NNc1nccc(C(F)(F)F)n1)Nc1cccc(Cl)c1,19.3,-6.5,3.0,4.6,7.3,-2.4,2.6,6.5
O=C(c1ccco1)N1CCN(c2cc(=O)n(C3CCCCC3)c(=O)[nH]2)CC1,20.0,0.4,10.4,-2.1,-6.2,-8.1,-0.2,-9.3
O=c1[nH]c2cc3c(cc2cc1CN(Cc1nnnn1C1CCCC1)C1CCCC1)OCCO3,-274.2,-4.6,4.3,-0.8,-1.6,-4.3,-30.1,-5.1
C=CCn1c(NCc2ccc(N(C)C)cc2)nc2ccccc21,17.4,-1.9,-1.0,-0.9,12.5,-291.9,0.8,-1.2
CCC(C)(C)NC(=O)CN(C(=O)c1csnn1)c1cccc2c1CCCC2,0.0,-9.7,7.0,1.3,5.3,2.3,0.3,-1.4
Cc1csc(NC(=O)c2cccnc2Cl)n1,4.4,-3.3,-12.2,-4.6,1.3,12.9,0.5,-0.1
Cc1c(Cl)c([N+](=O)[O-])nn1CC(=O)N1CCCC1,14.0,-4.3,-8.8,-0.2,-10.3,10.9,1.1,6.0
CC(C)CC(Nc1ncnc2scc(-c3ccccc3)c12)C(=O)O (stereo unspecified),4.5,7.0,-4.6,-3.0,-11.3,-8.4,-1.2,-8.4
COc1ccc(CN(C)C2CCN(C)CC2)cc1OC,9.4,-3.6,2.4,-3.6,11.7,6.9,-0.3,-5.0
Cc1ccc(C(=O)N/C(=C\c2ccc(-c3cc(Cl)ccc3Cl)o2)C(=O)NCc2cccnc2)cc1,-489.5,-7.3,26.4,-2.5,7.0,7.8,-20.1,3.2
O=C1C2CCCN2c2ccc(S(=O)(=O)N3CCOCC3)cc2N1Cc1ccccc1F (stereo unspecified),-69.4,-4.7,11.4,-14.3,-10.2,1.9,-19.9,7.3
COc1ccc(NC(=O)CSc2nnc(CCC(=O)Nc3ccc(C)c(Cl)c3)n2C)cc1,20.0,-8.1,1.7,-9.2,-4.7,-13.1,1.7,-0.3
CC(=O)c1ccc(NC(=S)Nc2cccc3cnccc23)cc1,-318.3,35.7,96.3*,92.0*,87.4*,61.1*,-16.3,-57.5
O=S(=O)(c1ccc(NC(=S)Nc2ccc(OC(F)F)cc2)cc1)N1CCOCC1,-1.9,-2.6,-65.6,0.1,10.7,9.0,-0.3,2.5
C=CCn1c(SCC(=O)NCc2ccccc2)nnc1-c1ccccc1O,12.7,-4.8,4.1,-2.0,-11.6,-9.4,3.5,-17.9
COCCn1c(SCC(=O)c2[nH]c(C)c(C(C)=O)c2C)nc2ccccc21,9.2,2.8,0.3,-6.7,-14.5,11.0,0.7,-2.9
COc1ccc(C(=O)Nc2ccc(C)cc2C(=O)c2ccccc2)cc1,20.3,-8.2,3.5,-8.3,-12.7,-2.4,-0.2,12.3
Cc1nc(N2CCN(C(=O)c3ccco3)CC2)nc2c1C(=O)CC(C)C2 (stereo unspecified),10.3,-3.9,-12.8,5.8,-10.4,2.1,-0.6,-6.4
CC[C@@H]1CC=C[C@H]2[C@H]1C(=O)N(Cc1ccccc1)[C@H]2c1cc(C)ccc1F,.,-13.4,12.3,-5.7,-6.6,-8.6,.,-5.7
CCN(CC(=O)NCc1ccc(F)cc1)CC(=O)Nc1ccc(Br)cc1F,21.4,13.6,11.7,-0.9,3.1,-5.5,1.3,5.9
Cc1cn(CC(=O)c2ccccc2)c2ccccc12,24.6,-6.1,-1.6,-5.4,3.3,-9.2,0.9,4.0
COc1cc([C@@H]2CC=C(C(=O)O)[C@H](c3ccccc3F)N2S(=O)(=O)c2ccc(C)cc2)cc(OC)c1OC,7.9,-8.2,-4.0,-5.6,-6.1,-2.2,1.2,-8.1
CN(c1ccccc1)S(=O)(=O)c1ccc(NC(=O)C2CCCCC2C(=O)O)cc1 (stereo unspecified),10.0,-4.7,10.1,-16.2,-16.1,-16.2,1.6,-9.1

# A second format for some results above:
Structure | SENP8 block-1 | A3G deaminase | Apaf-1 inh | SENP8 block-2 | SENP6 inh | SENP7 block | SENP1 FRET inh | UBC13 polyUb
O=c1[nH]c2cc3c(cc2cc1CN(Cc1nnnn1C1CCCC1)C1CCCC1)OCCO3 | -274.2 | -4.6 | 4.3 | -0.8 | -1.6 | -4.3 | -30.1 | -5.1
C=CCn1c(NCc2ccc(N(C)C)cc2)nc2ccccc21 | 17.4 | -1.9 | -1.0 | -0.9 | 12.5 | -291.9 | 0.8 | -1.2

# Bioassay records (PubChem BioAssay)
